# High-throughput results (PubChem BioAssay)
# GLA spleen mod = inhibitors or activators of human alpha-galactosidase in spleen homogenate | P06280 | human spleen homogenate, 4MU-alpha-Gal fluorescence, 40 min | Potency, µM (series often up to 80 µM), for the others: top-dose activity change, negative = inhibition, hits mostly inhibitors | 240,000 tested, 0.008% active | AID 2107;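 note: potency is the fitted concentration of half-maximal effect; 0% = enzyme with vehicle and -100% = no enzyme basal signal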
#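 Human spleen homogenate (1 ug) was the enzyme source, with 4-methylumbelliferyl-alpha-D-galactopyranoside (1 mM final) in pH 5.0 citrate buffer with 0.01% Tween-20. Compounds were titrated; after 40 min at 37C, NaOH/glycine stop, 4-MU fluorescence read; AC50 from Hill fits.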
# Lamin A splicing = LMNA splicing modulation | HeLa LMNA splicing GFP/RFP minigene ratio, 48 h | 200,000 tested, 0.01% active | Potency, µM (doses to about 46.1 µM), inactives show top-dose ratio change, negative = inhibition, usual class: inhibitors; active = well fitted inhibition curve with a large enough effect in the signal ratio, with a control signal flat, not every such curve was filed as active; inconclusive = small, poorly fitted or top-dose-only effect, or effect the other way, or a change in a side signal; the % refers to the signal ratio; note: potency is the fitted concentration of half-maximal effect; % is set by controls: 0 for no effect and ±100 for the full control effect
#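 Read-out is the ratio of GFP to DsRed2 object intensity, acquired by 488 nm laser-scanning cytometry on HeLa lamin A-EGFP minigene reporter cells. Compound incubation 48 hrs at 37 °C in Opti-MEM with 2% FBS; DMSO 0.5% final.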
# IMPase Li inh = IMPase inhibition in cells with lithium potentiation; CHO-M1 cells, IP1 TR-FRET (IP-One), carbachol + lithium; Potency, µM (highest dose often 59.4 µM), inactives show at the top dose activity, negative = IMPase inhibition, hits mostly inhibitors; 210,000 tested, 0.35% active;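 note: IP1 builds up when IMPase is blocked and the TR-FRET signal falls; potency is the fitted concentration of half-maximal effect; plate controls were basal vehicle for no effect and high inhibitor control for full effect; nearly all actives have a fitted effect of over 50% in size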
#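 CHO cells stably expressing M1 receptor (2000/well) were cultured 16–30 h, then exposed to compounds with a small lithium addition for 30 min at 37C. IP1 was measured by TR-FRET competition; AC50 from Hill fits.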
# KinaseGlo FLuc = counter-screen: inhibitors of Kinase-Glo firefly luciferase | Q27757 | Kinase-Glo luciferase, ATP luminescence, 8 min | Potency, µM (titrated, usually from 38.3 µM), inactives show at the top dose activity change, negative = inhibition, usual class: inhibitors | 200,000 tested, 0.28% active; note: potency is the fitted concentration of half-maximal effect; % is set by controls: 0 for no effect and ±100 for the full control effect; nearly all actives have a fitted effect of over 60% in size
#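 Light output from Kinase-Glo luciferase with luciferin and 10 uM ATP in 50 mM imidazole pH 7.2, KCl, MgCl2, Tween 20, BSA; compound pin-delivered, 8-min ambient incubation, then luminescence read.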
# CBFb RUNX1 block = inhibitors of human CBF-beta and RUNX1 interaction | 230,000 tested, under 10 active | Q01196+Q13951 | Potency, µM (top dose mostly 59.8 µM), without a hit: at the highest dose activity, negative = inhibition, most hits filed as inhibitors | AID 1477 | AlphaScreen CBFb-His/RUNX1-biotin binding, biochemical; note: % of control where 0% means no effect
#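 Room-temperature protein-protein interaction test with 30 nM each of His-tagged CBF-beta and biotinylated RUNX1, 15 min with compound, then 90 min with nickel plus streptavidin beads. Signal read in AlphaScreen mode.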
# NPSR antag = antagonists of human neuropeptide S receptor cAMP signaling; Q6W5P4; CHO-NPSR cells, cAMP TR-FRET, antagonist mode; Potency, µM (top dose mostly 38.3 µM), for the others: at the highest dose activity change, negative = inhibition, hits mostly inhibitors; 220,000 tested, 1% active; AID 1461; note: potency is the fitted concentration of half-maximal effect; % is set by controls: 0 for no effect and ±100 for the full control effect; nearly all actives have a fitted effect of over 50% in size; many of its hits are not listed in these tables
# Target sequence (Q6W5P4 whole entry, looked up): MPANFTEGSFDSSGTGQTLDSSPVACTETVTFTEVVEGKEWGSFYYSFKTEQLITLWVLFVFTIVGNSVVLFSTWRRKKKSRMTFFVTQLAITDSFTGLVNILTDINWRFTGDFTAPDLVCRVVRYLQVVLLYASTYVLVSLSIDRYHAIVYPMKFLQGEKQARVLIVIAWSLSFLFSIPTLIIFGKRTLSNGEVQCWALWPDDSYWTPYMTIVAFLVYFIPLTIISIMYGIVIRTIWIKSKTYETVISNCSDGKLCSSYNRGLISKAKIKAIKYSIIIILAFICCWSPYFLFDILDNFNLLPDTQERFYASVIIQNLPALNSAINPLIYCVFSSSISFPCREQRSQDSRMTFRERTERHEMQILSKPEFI
# Epigenetic derep = regulators of epigenetic silencing causing reporter derepression in mouse cells; murine LDR cells, GFP reporter derepression, 30 h; AID 1865; 280,000 tested, 0.2% active; Potency, µM (doses to about 53.9 µM), for the others: top-dose GFP activation, most hits filed as activators; note: potency is the fitted concentration of half-maximal effect; % of control where 0% means no effect; nearly all actives have a fitted effect of over 60% in size
#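 Murine LDR cells bearing a silenced CMV-driven GFP reporter were exposed to compound for 30 h at 37 C. After PBS washes, GFP-positive cells (20-120 um objects) counted by laser-scanning microplate cytometry.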
# Starred values were filed as active, the others as inactive; ? = inconclusive; . = not tested or not shown; & = joins results of further samples; [ ] = dose if it differs, or a comment. Unless noted, calls come from the whole dose curve; as a rule, active = well fitted curve in the direction sought with a large enough effect; inconclusive = small, poorly fitted or top-dose-only effect, or another doubt; inactive = no such curve, though single readings can be large; an effect the other way counts as inactive or inconclusive. Some of the compounds tested (hit frequency here may not be typical).
SMILES,GLA spleen mod,Lamin A splicing,IMPase Li inh,KinaseGlo FLuc,CBFb RUNX1 block,NPSR antag,Epigenetic derep
Cn1c(=O)oc2cc(S(=O)(=O)N3CCCC(C(=O)N4CCc5ccccc5C4)C3)ccc21 (stereo not given),-3%,?,10%[38.3 µM],13%,-1%,-12%[46.1 µM],-3.2%
Cc1[nH]n(-c2ccccc2)c(=O)c1/C=N/N1C(=O)c2cccc3cccc(c23)C1=O,-4%,?,15%,-10%,1%,50%,-0.6%
Cc1ccc(CN2CCN(Cc3ccc4cc(F)ccc4n3)CC2CCO)o1 (stereo not given),-2%,.,0%,-4%,?,25%,-1.2%
Cc1[nH]c2ccc(F)cc2c1CCN(Cc1ccncc1)C(=S)Nc1ccccc1,-9%,?,10%,5%,-18%,-48%,-3.1%
CCOC(=O)c1c(NC(=O)Cc2cccs2)sc(C(=O)N2CCCCC2)c1C,5%,7%,18%[38.3 µM],-5%,3%,?,1.1%
N#C/C(=C\c1ccc(N2CCCCC2)o1)C(N)=O,2%,?,34%[activator],-2%,-2%,36%,7.3%
O=C(O)c1cccc(C(=O)O)n1,-20%,2%,7%[38.3 µM],-2%,-1%,10%[46.1 µM],-0.7%
O=C(CCCN1C(=O)/C(=C\c2ccco2)SC1=S)Nc1cccc2ccccc12,-4%,?,1%,-2%,8%,-42%,?
O=C(CSCc1ccccc1Cl)NNC(=S)Nc1ccccc1,-4%,-3%,12%[38.3 µM],-1%,-10%,-7%[46.1 µM],-1.1%
O=C(CCC1CCCN(C(=O)c2ccc3cc[nH]c3c2)C1)NCc1ccc(F)c(F)c1 (stereo not given),8%,-9%[46 µM],5%,3%,6%,25%,1.1%
Cc1ccc(Nc2nc(N)nc(CSc3nc4ccccc4s3)n2)cc1,-8%,?,33%[activator][38.3 µM],2%,-7%,-12%[46.1 µM],-0.9%&1.0%
Cc1ccc(C(=O)N2CCN(c3cc(=O)[nH]nc3-c3ccccc3)CC2)cc1,2%,-3%,-6%[38.3 µM],-1%,0%,-5%[46.1 µM],-2.4%
COc1cc(/C=N/Nc2ccccn2)cc(OC)c1O,-8%,.,15%,-7%,-5%,-5%,1.1%
O=C(c1ccccc1F)N1CCN(c2ccccc2F)CC1,4%,-5%,10%[38.3 µM],0%,0%,-5%[7.67 µM],-1.0%
COc1ccc(Cl)cc1N1C(=O)C2CCCN2C1c1ccc(F)cc1 (stereo not given),-9%,-6%,2%[38.3 µM],3%,-1%,1%[46.1 µM],-1.4%
COc1ccc(C(=O)Nc2ccc(F)cc2F)cc1,0%,-7%,13%[38.3 µM],-8%,5%,-4%[46.1 µM],-0.8%
C/C(=N\OC(=O)c1cccc(Cl)c1)c1sc(C)nc1C,9%,3%,10%[38.3 µM],-3%,7%,-4%[46.1 µM],-0.4%
CC(C)CCNC(=O)Cc1ccc(Nc2nc(=S)[nH]c3ccccc23)cc1,-6%,4%[46 µM],7%,-1%,-5%,-27%,-0.1%
C[C@@H]1CC=C[C@H]2[C@H]1C(=O)N(Cc1ccccc1)[C@H]2c1ccc(C(F)(F)F)cc1,-10%,.,.,.,25%,?,-1.1%
[O-][n+]1onc2c1CCc1nnc(-c3ccccc3)cc1-2,8%,15%,5%[38.3 µM],-3%,-3%,3%[46.1 µM],-0.8%

# Compound profiles, from the list above.
# `C/C(=N\OC(=O)c1cccc(Cl)c1)c1sc(C)nc1C` in the list: GLA spleen mod = 9%; Lamin A splicing = 3%; IMPase Li inh = 10%[38.3 µM]; KinaseGlo FLuc = -3%; CBFb RUNX1 block = 7%; NPSR antag = -4%[46.1 µM]; Epigenetic derep = -0.4%
# `O=C(c1ccccc1F)N1CCN(c2ccccc2F)CC1` in the list: GLA spleen mod = 4%; Lamin A splicing = -5%; IMPase Li inh = 10%[38.3 µM]; KinaseGlo FLuc = 0%; CBFb RUNX1 block = 0%; NPSR antag = -5%[7.67 µM]; Epigenetic derep = -1.0%

# Three compounds already listed, ordered by length of the SMILES, low to high:
SMILES,GLA spleen mod,Lamin A splicing,IMPase Li inh,KinaseGlo FLuc,CBFb RUNX1 block,NPSR antag,Epigenetic derep
O=C(O)c1cccc(C(=O)O)n1,-20%,2%,7%[38.3 µM],-2%,-1%,10%[46.1 µM],-0.7%
O=C(CSCc1ccccc1Cl)NNC(=S)Nc1ccccc1,-4%,-3%,12%[38.3 µM],-1%,-10%,-7%[46.1 µM],-1.1%
COc1ccc(Cl)cc1N1C(=O)C2CCCN2C1c1ccc(F)cc1 (stereo not given),-9%,-6%,2%[38.3 µM],3%,-1%,1%[46.1 µM],-1.4%
